# Screening results deposited in PubChem by National Center for Advancing Translational Sciences (NCATS).
# Pol beta inh: blocks human DNA polymerase beta activity; P06746; Pol beta primer extension/strand displacement, fluorescence kinetic; Potency, µM (top dose mostly 114 µM), without a hit: at the highest dose activity change, negative = inhibition, usual class: inhibitors; 340,000 compounds, 1.3% hits; AID 485314; note: potency is the fitted concentration of half-maximal effect; % is set by controls: 0 for no effect and ±100 for the full control effect
#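 Reaction started by 50 nM substrate onto compound-treated Pol beta (10 nM, 15 min preincubation, room temperature); plates read at 0 min and 10 min. Normalized concentration-effect data fitted by four-parameter Hill equation.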
# BLM helicase inh: blocks DNA unwinding by human BLM helicase | Potency, µM (highest dose often 56.1 µM), inactives show top-dose activity change, negative = inhibition, most hits filed as inhibitors | 350,000 compounds, 0.2% hits | AID 2528 | recombinant BLM DNA unwinding, fluorescence dequenching;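 note: potency is the fitted concentration of half-maximal effect; plate controls were vehicle for no effect and no enzyme for full effect; nearly all actives have a fitted effect of over 35% in size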
# Tb PGK inh: blocks T. brucei phosphoglycerate kinase. P07378. PGK/GAPDH coupled, Kinase-Glo luminescence, 60 min. Potency, µM (highest dose often 57.5 µM), for inactives: at the top dose activity change, negative = inhibition, usual class: inhibitors. 380,000 compounds, 0.043% hits. AID 602233; note: potency is the fitted concentration of half-maximal effect; % is set by controls: 0 for no effect and ±100 for the full control effect; nearly all actives have a fitted effect of over 60% in size
#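 Luminescent ATP detection (Kinase-Glo Plus) follows a 60-minute room-temperature incubation, with wells lacking PGK as controls. Buffer: 100 mM TEA (pH 7.6), 5 mM MgCl2, 0.01% Tween-20. Coupling enzyme GAPDH (100 nM final) supplies unstable 1,3-BPG in-well.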
# POLI inh: inhibitors of human DNA polymerase iota; Pol iota fluorescent replication assay, 10 min; Q9UNA4; Potency, µM (series often up to 115 µM), without a hit: at the top dose activity, negative = inhibition, usual class: inhibitors; AID 588590; 390,000 compounds, 1% hits; note: potency is the fitted concentration of half-maximal effect
#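 Fluorescent replication assay read twice, at 0 min and 10 min after adding 50 nM (final) substrate. Enzyme (10 nM) and compounds were first incubated 15 min at room temperature; enzyme-free buffer wells were negative controls.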
# POLH inh: DNA polymerase eta (human) inhibition; Q9Y253; recombinant Pol eta, fluorescent DNA replication assay; Potency, µM (highest dose often 114 µM), inactives show at the top dose activity change, negative = inhibition, most hits filed as inhibitors; 390,000 compounds, 1.2% hits; note: potency is the fitted concentration of half-maximal effect; % is set by controls: 0 for no effect and ±100 for the full control effect
#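 Pol eta at 10 nM preincubated with compounds 15 min at room temperature; reaction started with fluorescent substrate (50 nM final) and read kinetically at 0 and 10 min.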
# Pol kappa inh: inhibitors of human DNA polymerase kappa. Q9UBT6. purified Pol kappa, fluorescent DNA synthesis assay, 10 min. Potency, µM (top dose mostly 107 µM), inactives show at the highest dose activity, negative = inhibition, actives largely listed as inhibitors. 400,000 compounds, 0.53% hits; note: potency is the fitted concentration of half-maximal effect; % is set by controls: 0 for no effect and ±100 for the full control effect
# Target sequence (Q9UBT6 whole entry, looked up): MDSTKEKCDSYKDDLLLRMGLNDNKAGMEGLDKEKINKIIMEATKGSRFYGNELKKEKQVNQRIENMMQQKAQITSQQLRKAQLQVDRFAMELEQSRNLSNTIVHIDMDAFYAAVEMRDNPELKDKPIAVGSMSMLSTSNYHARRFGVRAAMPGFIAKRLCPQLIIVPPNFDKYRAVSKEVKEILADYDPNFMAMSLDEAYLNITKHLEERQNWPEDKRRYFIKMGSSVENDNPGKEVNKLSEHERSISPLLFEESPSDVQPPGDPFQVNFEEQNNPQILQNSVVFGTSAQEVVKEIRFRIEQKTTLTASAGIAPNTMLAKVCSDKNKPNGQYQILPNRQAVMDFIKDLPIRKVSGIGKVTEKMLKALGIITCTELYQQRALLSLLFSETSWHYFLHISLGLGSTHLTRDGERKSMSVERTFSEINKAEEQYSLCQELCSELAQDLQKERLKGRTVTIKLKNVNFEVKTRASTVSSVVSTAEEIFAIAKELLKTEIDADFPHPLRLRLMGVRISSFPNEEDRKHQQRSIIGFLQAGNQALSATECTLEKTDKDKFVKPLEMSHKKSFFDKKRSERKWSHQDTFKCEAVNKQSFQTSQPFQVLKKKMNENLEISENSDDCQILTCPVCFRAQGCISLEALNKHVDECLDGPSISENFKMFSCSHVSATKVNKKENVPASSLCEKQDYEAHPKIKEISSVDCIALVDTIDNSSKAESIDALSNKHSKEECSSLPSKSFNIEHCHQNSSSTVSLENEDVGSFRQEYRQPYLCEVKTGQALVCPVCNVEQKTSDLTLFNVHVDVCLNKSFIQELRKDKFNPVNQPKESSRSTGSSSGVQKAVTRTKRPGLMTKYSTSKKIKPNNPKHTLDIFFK
#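 Enzyme at 10 nM met test compounds for 15 min at room temperature. Substrate addition (50 nM final) began the reaction, which was monitored by fluorescence at 0 and 10 min.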
# RXFP1 antagonist: RXFP1 (human) relaxin receptor antagonism. Q9HBX9. HEK293-RXFP1, relaxin-stimulated cAMP HTRF, 30 min; hits give low values. activity change, negative = inhibition, % at 57.5 µM. 350,000 compounds, 0.59% hits;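 active = activity change of -60% or lower, but not beyond a set lower limit; inconclusive = change between -60% and -40%, or beyond the set limit; inactive = change above -40%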; note: % is set by controls: 0 for no effect and ±100 for the full control effect
# Apoferritin bind: binds horse apoferritin like a general anesthetic. P02791. apoferritin/1-aminoanthracene competitive binding, fluorescence. 350,000 compounds, 0.074% hits. Potency, µM (highest dose often 77.5 µM), without a hit: at the highest dose activity change, negative = displacement, usual class: inhibitors; note: potency is the fitted concentration of half-maximal effect; % is set by controls: 0 for no effect and ±100 for the full control effect; nearly all actives have a fitted effect of over 20% in size
# Target sequence (P02791 2-175 limits assumed): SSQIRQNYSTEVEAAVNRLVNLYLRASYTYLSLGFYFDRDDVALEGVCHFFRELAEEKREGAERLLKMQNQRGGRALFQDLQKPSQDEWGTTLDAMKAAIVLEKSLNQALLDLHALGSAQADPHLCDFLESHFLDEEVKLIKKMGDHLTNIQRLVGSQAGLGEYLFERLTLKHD
#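 Read-out: endpoint 1-AMA fluorescence, excitation 380 nm and emission 535 nm, after compounds sit 10 min at room temperature with 10 uM horse-spleen apoferritin in 50% saturated 1-AMA/PBS. Values come from four-parameter Hill fits.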
# APEX1 inh: APE1 (human) endonuclease inhibition; P27695; recombinant APE1, TAMRA/BHQ-2 abasic DNA cleavage fluorescence; Potency, µM (highest dose often 65.8 µM), for the others: at the top dose activity change, negative = inhibition, most hits filed as inhibitors; 350,000 compounds, 0.35% hits; AID 2517;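 note: potency is the fitted concentration of half-maximal effect; plate controls were vehicle for no effect and reference inhibitor for full effect; nearly all actives have a fitted effect of over 55% in size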
#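 Activity was derived from the fluorescence gain between first and third kinetic reads (60 s intervals, ex 525/em 598 nm) after 50 nM THF-abasic TAMRA/BHQ-2 duplex was added to 0.75 nM APE1 preincubated 15 min with compound.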
# An asterisk follows results filed as active; i = inactive; ? = inconclusive; . = no result given; & = joins results of further samples; [ ] = dose if it differs, or a comment. Unless noted, calls come from the whole dose curve; as a rule, active = well fitted curve in the direction sought with a large enough effect; inconclusive = small, poorly fitted or top-dose-only effect, or another doubt; inactive = no such curve, though single readings can be large; an effect the other way counts as inactive or inconclusive. Some of the compounds tested; the hit share may differ from the screen's.
# Results follow in this order: Pol beta inh	Tb PGK inh	POLI inh	APEX1 inh	BLM helicase inh	RXFP1 antagonist	POLH inh	Apoferritin bind	Pol kappa inh
Brc1ccc(-c2nnc3n2CCCCC3)cc1
  -3%	i	14%	1%	2%	-3	-4%	-4%	2%
NC(=O)CSc1nc(-c2ccccc2)nc2c1CCCC2
  33%[activator]	-3%	98%[activator]	-1%	-5%	-8	-4%	0%	-10%
CCOC(=O)c1ccc(NC(=O)NCCN2CCCCC2)cc1
  8%	1%	18%	4%	4%	0	-14%	0%	-10%
COc1ccccc1N(CC(O)Cn1ccnc1C)S(=O)(=O)c1ccc(C)cc1 (stereo not drawn)
  17%	3%	31%[activator]	3%	3%	-10	-2%	-18%	-11%
NC(=O)C1CCN(c2oc(-c3ccc(F)cc3)nc2S(=O)(=O)c2ccccc2)CC1
  .	-9%	-18%	-2%	.	1	-12%	.	4%
CC(C)CCn1c(=O)c2ccccc2n2c(CCC(=O)NCC3CCCO3)nnc12 (stereo not drawn)
  26%	-7%	23%	16%	2%	-13	-11%	-2%	6%
CC(C)(C)NC(=O)Cn1c(SCC(=O)N2CCCCCC2)nc2ccccc21
  12%	0%	19%	-9%	1%	-8	-4%	-12%	2%
Cc1cccc(NC(=O)c2ccc3nc(C(C)C)oc3c2)c1C
  8%	i	5%	.	1%	-5	2%	14%	-5%[60.1 µM]
COc1ccc(OC)c(N(C(=O)c2ccco2)C(C(=O)NC2CCCC2)c2cc(OC)c(OC)c(OC)c2)c1 (stereo not drawn)
  3%	6%	71%[activator]	-18%	-1%	-10	-26%	7%	0%
CCCc1nnc(NC(=O)C(C)N2C(=O)C3C4C=CC(C4)C3C2=O)s1 (stereo not drawn)
  12%	-6%	9%	?	5%	1	3%	3%	-24%
Cc1ccc(-n2nnc3c(=O)n(Cc4ccccn4)cnc32)cc1C
  6%	i	8%	0%	3%	-2	-15%	-3%	-4%
CC(=O)c1c(O)c(C)c(O)c2c1OC1=CC(=O)C(C(C)=O)C(=O)C12C (stereo not drawn)
  .	.	.	?	1%	.	.	-13%	?
CNC(=S)N/N=C/c1cn(Cc2c(F)cccc2Cl)c2ccccc12
  33%	i	2%	-3%	-9%	-11	-22%	57%[activator]	-5%
CCCN(CCC)CCNS(=O)(=O)c1ccc2c(c1)oc(=O)n2C
  2%	-7%	6%	-1%	0%	-4	-2%	24%	3%
CCC(Oc1ccc2c(c1)C(=O)CC(C)(C)O2)C(=O)NCCN1CCCCCC1 (stereo not drawn)
  2%	4%	26%	1%	-9%	0	6%	95%[activator]	1%
Cc1cc(-n2[nH]c(C)c(C)c2=O)nc(-c2ccccc2O)n1
  26%	0%	0%	-5%	-1%	-13	-1%	-7%	-14%
COc1ccc(COC(=O)Nc2c(SC)nsc2SC)cc1
  37%	6%	8%	15%	-3%	-19	-17%	4%	-3%
CCc1nc(C)cn1S(=O)(=O)c1ccc(Br)cc1
  5%	-3%	32%	6%	-6%	0	-7%	-7%	9%
Cc1nn(C)c(C(=O)NNC(=O)Nc2cccc(C(F)(F)F)c2)c1Cl
  2%	-9%	-22%	4%	-4%	-12	-18%	-3%	6%
Cc1ccc(O)c(NC(=O)CSc2n[nH]c(-c3ccccc3)n2)c1
  -10%	-6%	20%	6%	-3%	0	-20%	-6%	-10%
O=C(NCCc1c[nH]c2ccccc12)c1ccc2c(c1)OCO2
  -18%	-7%	20%	7%	-8%	1	-17%	6%	-3%
COc1ccccc1-c1nnc(N)s1
  0%	-2%	-5%	4%	-8%	-12	-6%	-4%	-3%
CC(=O)OC[C@H]1COc2ccc3ccccc3c2[C@H]1N(C)C(C)=O
  -1%	2%	9%	-5%	1%	3	-6%	-5%	-5%
CC1CCCN(c2cc3c(cc2F)c(=O)c(S(=O)(=O)c2cccc(Cl)c2)cn3C)C1 (stereo not drawn)
  16%	-9%	-1%	.	-4%	-3	-14%	?	5%
CCN1CCCn2c1nc1c2c(=O)n(C)c(=O)n1C
  23%	-3%	15%	2%	-2%	2	-18%	-4%	-9%
Cn1c(=O)[nH]c(=O)c2c1nc(NCCCO)n2CCOc1ccccc1
  -17%	-1%	-11%	3%	2%	-8	-16%	-2%	-5%
CCOc1ccc(-n2cnnn2)cc1S(=O)(=O)NCc1ccccc1
  1%	2%	32%[activator]	-2%	-2%	9	2%	0%	-13%
O=C(NCc1cccnc1)c1cnc2sccn2c1=O
  -10%	i	-24%	-1%	1%	.	1%	-10%	19%
O=C(NN=C1CCCCCC1)C(=O)Nc1cccc(Br)c1
  -28%	-2%	138%[activator]	0%	0%	-4	-17%	-16%	-6%
CCN=c1scc(C)n1/N=C/c1cc(Br)c(O)c(Br)c1
  ?	-8%	-3%	-2%	-5%	-18	?	-8%	-24%
C#CCOc1ccc(/C=C2/C(=O)NN(c3ccccc3)C2=O)cc1OC
  ?	-6%	64%[activator]	31%	-9%	-67*	?	-14%	-13%
O=C1OC(CCl)CN1Cc1ccc([N+](=O)[O-])cc1 (stereo not drawn)
  .	-10%	-14%	.	.	3	-1%	.	2%
C=CCNc1nc(C(=O)OCC(=O)c2ccc(OC)cc2OC)cs1
  .	0%	38%[activator]	13%	.	-12	-24%	.	-14%
C=CCCCCCCCCCCC/C=C/C(O)COC(C)=O (stereo not drawn)
  .	.	.	0%	-2%	.	.	?	-16%[60.1 µM]
OC(COc1ccc(-c2ccccc2)cc1)CN1CCOCC1 (stereo not drawn)
  -17%	.	.	-3%	-1%	.	.	-12%	.
Cc1ccc(C)c(N(CC(=O)N2CCCCCC2)S(C)(=O)=O)c1
  -7%	-1%	18%	34%	-2%	-3	-15%	7%	-19%
CCc1nnc(NS(=O)(=O)c2ccc(N)cc2)s1
  34%	-2%	11%	-4%	-3%&3%	9	-16%	-2%	11%
COc1ccc(-c2cccc(NC(=O)c3ccco3)c2)nn1
  .	-3%	11%	30%	.	3	2%	.	-3%
CC(=O)COc1cc(C)cc2oc(=O)cc(-c3ccccc3)c12
  0%	i	11%	4%	-3%	-12	-17%	-7%	7%
CC(C)=N/N=C1/NC(=O)C(CC(=O)Nc2cc(Cl)ccc2C)S1 (stereo not drawn)
  26%	2%	14%	-9%	-5%	5	-10%	-6%	-9%
COc1ccc(OC)c(/C=C/C(=O)OCC(=O)Nc2cccc(Oc3ccccc3)c2)c1
  15%	3%	-1%	-4%	-7%	-1	-5%	77%[activator]	-11%
Cc1cccc2c(=O)c(C(=O)NCCCN3CCOCC3)c[nH]c12
  -1%	-4%	16%	4%	-4%	13	-8%	-1%	-10%
Cc1c(CCC(=O)NCCCN2CCCC2=O)c(=O)oc2cc(O)ccc12
  12%	i	23%	9%	-1%	.	-8%	.	7%
Cc1ccc(Nc2nc(-c3c(C)nc4ncccn34)cs2)cc1
  37%	1%	23%	-1%	-6%	-14	-13%	-15%	-24%
CCC1CCCCN1C(=S)Nc1ccc(SC(F)F)cc1 (stereo not drawn)
  -22%[57.1 µM]	-14%	5%	1%	-1%	0	-22%	-19%	-15%
COc1cccc2c1cc1c(=O)n(CC(=O)O)nc(C)n12
  2%	4%	18%	.	-2%	-6	-11%	0%	3%
CCOC(=O)c1csc(-c2ccc([N+](=O)[O-])cc2)n1
  12%	-7%	172%[activator]	0%	-1%	-10	-12%	-8%	-14%
c1ccc(Nc2nc(Nc3ccccc3)nc(N3CCNCC3)n2)cc1
  ?	-3%	8%	18%	-10%	-101*	0%	-6%	-12%
COc1ccc(NC(=S)NNC(=O)Cn2nc([N+](=O)[O-])cc2C)cc1
  29%	10%	3%	-1%	3%	36	-9%	-8%	-13%
COc1ccc(NC(=O)c2sc(Cl)nc2-c2ccccc2)cc1
  13%	0%	26%	16%	-1%	-15	-5%	3%	5%
O=C(O)c1ccccc1NS(=O)(=O)c1ccc(NN=Cc2cccc(Cl)c2)c([N+](=O)[O-])c1
  .	?	?	?	.	-68*	20µM*	.	-28%
OC1(c2ccc3c(c2)OCO3)CCN(Cc2ccc(F)cc2)CC1
  -12%	-3%	-18%	8%	-1%	-12	?	-4%	-15%
COCC1CCCN(Cc2nc(-c3ccc4c(c3)OCO4)no2)C1 (stereo not drawn)
  3%	10%	21%	-2%	-3%	0	-4%	-10%	-3%
CCn1c2ccccc2c2cc(NC(=O)CN3CCCC3)ccc21
  28%	-3%	20%	-4%	-12%	?	0%	-7%	-9%
COC(=O)c1ccc([N+](=O)[O-])c(CS(=O)(=O)c2ccc(Cl)cc2)c1
  12%	-2%	-18%	16%	-12%	4	-14%	1%	-5%
CC(C)N1CC(O)=C(c2nc3ccccc3c(=O)[nH]2)C1=N
  16%	-10%	0%	0%	1%	-3	-7%	-11%	-7%
CC(C)[C@@H]1N[C@]2(C(=O)Nc3ccccc32)[C@@H]2C(=O)N(c3cccc(C(F)(F)F)c3)C(=O)[C@@H]21
  3%	-4%	2%	-2%	-4%	-2	-22%	?	-13%
CCOc1cc(Cl)c(NC(=O)CC)cc1OCC
  34%	5%	8%	-11%	-7%	-10	1%	1%	-3%

# Single records, as listed above. Order of values: Pol beta inh	Tb PGK inh	POLI inh	APEX1 inh	BLM helicase inh	RXFP1 antagonist	POLH inh	Apoferritin bind	Pol kappa inh
# Shown for Cc1c(CCC(=O)NCCCN2CCCC2=O)c(=O)oc2cc(O)ccc12 : 12%	i	23%	9%	-1%	.	-8%	.	7%
# Shown for Cc1cccc2c(=O)c(C(=O)NCCCN3CCOCC3)c[nH]c12 : -1%	-4%	16%	4%	-4%	13	-8%	-1%	-10%
# Shown for COc1ccc(OC)c(/C=C/C(=O)OCC(=O)Nc2cccc(Oc3ccccc3)c2)c1 : 15%	3%	-1%	-4%	-7%	-1	-5%	77%[activator]	-11%
